Sm TGR inh = blocks Schistosoma mansoni thioredoxin glutathione reductase | AID 485364 | Q962Y6 | purified TGR, DTNB reduction, TNB absorbance 405 nm | hit rate 3% among 360,000 | Potency, µM (series often up to 114 µM), without a hit: top-dose activity change, negative = inhibition, most hits filed as inhibitors; note: potency is the fitted concentration of half-maximal effect; % is set by controls: 0 for no effect and ±100 for the full control effect; nearly all actives have a fitted effect of over 60% in size
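First, TGR (20 nM dispensed) and NADPH were mixed with compound. Second, a 15 min room-temperature incubation followed. Third, further NADPH and then DTNB were added to start the reaction. Finally, TNB absorbance was monitored kinetically.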
Giardia FBPA inh = inhibitors of Giardia lamblia fructose-1,6-bisphosphate aldolase | Potency, µM (highest dose often 59.6 µM), inactives show at the top dose activity, negative = inhibition, most hits filed as inhibitors | A8B2U2 | hit rate 0.71% among 290,000 | purified Giardia FBPA; note: potency is the fitted concentration of half-maximal effect; % is set by controls: 0 for no effect and ±100 for the full control effect; nearly all actives have a fitted effect of over 55% in size
Target sequence (A8B2U2 whole entry, looked up): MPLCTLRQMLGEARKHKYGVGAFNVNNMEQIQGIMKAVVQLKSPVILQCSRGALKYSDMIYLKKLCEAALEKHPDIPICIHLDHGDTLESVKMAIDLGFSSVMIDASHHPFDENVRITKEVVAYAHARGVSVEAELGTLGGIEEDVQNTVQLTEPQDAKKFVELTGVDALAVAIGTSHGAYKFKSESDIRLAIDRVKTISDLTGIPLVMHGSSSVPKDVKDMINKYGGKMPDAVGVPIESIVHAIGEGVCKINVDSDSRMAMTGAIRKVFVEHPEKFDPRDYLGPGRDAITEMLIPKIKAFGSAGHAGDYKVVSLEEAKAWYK
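40 nM FBPA preincubated 10 min at RT with compound (up to 57.5 uM final), then substrate plus GAPDH/TPI/NAD/arsenate coupling and diaphorase/resazurin added. Fluorescence read after 20 min at RT, 525/598 nm.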
CHX counter = affects cycloheximide protein synthesis inhibition readout, counter-screen | max response, % | AID 2314 | cell reporter, cycloheximide protein synthesis inhibition counterscreen | hit rate 12% among 300,000; in the data active = max response mostly above about 13%, no sharp cut-off; inactive = mostly below about 14%; note: read at 38.3 µM for the half of the compounds with a filed dose; 0% is about no effect
Pf growth 96h = P. falciparum growth inhibition at 96 hours; hit rate 6.9% among 320,000; Potency, µM (doses to about 28.7 µM), without a hit: at the top dose activity change, negative = inhibition, usual class: inhibitors; AID 504834; P. falciparum luciferase reporter growth, 96 h; note: potency is the fitted concentration of half-maximal effect; % is set by controls: 0 for no effect and ±100 for the full control effect
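Erythrocytes infected with luciferase-expressing P. falciparum were dispensed at 2% hematocrit and 0.05% parasitemia (final), then incubated with compounds 96 hours at 37 C in 5% CO2. Luminescence after detection reagent addition reported growth.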
Shiga inhibitor = blocks Shiga toxin action in Vero cells | inhibition, % at 38.7 µM | hit rate 9.2% among 290,000 | Vero cells, Shiga toxin protein synthesis inhibition reporter | AID 2315; in the data active = inhibition mostly above about 28%, no sharp cut-off; inactive = mostly below about 43%; note: 0% is about no effect
Pf growth 48h = P. falciparum growth inhibition at 48 hours (one generation); hit rate 5.9% among 310,000; Potency, µM (doses to about 28.7 µM), for the others: top-dose activity change, negative = inhibition, actives largely listed as inhibitors; P. falciparum luciferase growth in erythrocytes, 48 h; note: potency is the fitted concentration of half-maximal effect; % is set by controls: 0 for no effect and ±100 for the full control effect
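Erythrocytes infected with P. falciparum carrying an integrated firefly luciferase reporter (2% hematocrit, 0.1% parasitemia final) were exposed to compounds in RPMI 1640 with 0.5% Albumax at 37 C, 5% CO2. Growth inhibition was scored as reduced luminescence.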
* marks the source's active call; other numbers are inactive results; & = joins results of further samples; [ ] = another dose, or the depositor's remark. Unless noted, calls come from the whole dose curve; as a rule, active = well fitted curve in the direction sought with a large enough effect; inconclusive = small, poorly fitted or top-dose-only effect, or another doubt; inactive = no such curve, though single readings can be large; an effect the other way counts as inactive or inconclusive.

Results for Cc1cccc(NS(=O)(=O)c2c(C(=O)N3CCCC3)c(C)n(C)c2C)c1 ?
Sm TGR inh: -11.4%; Giardia FBPA inh: 8.9%; CHX counter: 6.5; Pf growth 96h: -56.4%; Shiga inhibitor: -8.8; Pf growth 48h: 8.7%

Results for NC(=O)NC(=O)CC1S/C(=N/N=C2\CSC(=O)N2)NC1=O (stereo unspecified) ?
Sm TGR inh: -1.3%; Giardia FBPA inh: 12.6µM*; CHX counter: -4.8; Pf growth 96h: 2.8%; Shiga inhibitor: 26.0; Pf growth 48h: 18.4%

What do the screens show for `Cc1cc(O)c(C(C[N+](=O)[O-])c2ccc(Cl)cc2Cl)c(=O)o1` (stereo unspecified)?
Sm TGR inh: 50.1µM*; Giardia FBPA inh: 9.5%; CHX counter: -1.6; Shiga inhibitor: 12.8; Pf growth 48h: -6.7%

Results for CN(C)C(CNC(=O)c1cccc(S(=O)(=O)NCc2ccccc2)c1)c1ccccc1 (stereo unspecified) ?
Sm TGR inh: -6.6%; Pf growth 96h: -27.8%; Pf growth 48h: inconclusive

What do the screens show for `N#C/C(=C\c1ccc(C(=O)O)cc1)c1ccccn1`?
Sm TGR inh: 4.7%; Giardia FBPA inh: 8.9%; CHX counter: 9.3; Pf growth 96h: 22.1%; Shiga inhibitor: 12.9; Pf growth 48h: 11.4%

Results for O=S(=O)(c1ccccc1)[C@@]1(c2ccccc2)C[C@@H]2ON=C(c3cccc(-c4ccccc4)c3)[C@@H]2C1 ?
Sm TGR inh: 0.4%; Pf growth 96h: inconclusive; Pf growth 48h: 7.38µM*

Results for O=C(/C=C/c1ncc(C(F)(F)F)cc1Cl)OCc1ccccc1 ?
Sm TGR inh: -18.1%; Giardia FBPA inh: -1.6%; CHX counter: -0.8; Pf growth 96h: 5.6%; Shiga inhibitor: 19.7; Pf growth 48h: 0.4%

Results for Cc1ccccc1Cn1c(=N)n(CC(O)c2ccco2)c2ccccc21 (stereo unspecified) ?
Sm TGR inh: 3.2%; Giardia FBPA inh: -11.6%; CHX counter: 0.4; Pf growth 96h: inconclusive; Shiga inhibitor: -16.8; Pf growth 48h: 9.28µM*

How did COc1cc(OC)cc(C(=O)OCC(=O)NC2CCCCCC2)c1 do in these assays?
Sm TGR inh: 5.5%; Pf growth 96h: 4.7%; Pf growth 48h: 7.6%

How did COc1ccc(NC(=S)NC(NC(=O)c2ccccc2Cl)C(Cl)(Cl)Cl)c([N+](=O)[O-])c1 (stereo unspecified) do in these assays?
Sm TGR inh: -2.6%; Giardia FBPA inh: -6.6%; CHX counter: -3.4; Pf growth 96h: 3.7µM*; Shiga inhibitor: 16.9

How did C/C(=N\NC(=O)c1cc(-c2ccccn2)nc2ccccc12)c1cccc([N+](=O)[O-])c1 do in these assays?
Sm TGR inh: 13.5%; Giardia FBPA inh: -4.7%; CHX counter: 5.4; Pf growth 96h: 10.4µM*; Shiga inhibitor: -7.3; Pf growth 48h: inconclusive

What do the screens show for `CC(C)OC(=O)c1cccc(NC(=O)CSc2nnc(N)s2)c1`?
Sm TGR inh: 10.1%; Giardia FBPA inh: 3.5%; CHX counter: 3.8; Pf growth 96h: 10.3%; Shiga inhibitor: 26.5; Pf growth 48h: 4.7%

How did COc1ccc(C)cc1NC(=O)COC(=O)c1c(C)nn(-c2ccccc2)c1C do in these assays?
Sm TGR inh: -14.9%; Pf growth 96h: -27.0%; Pf growth 48h: inconclusive

What do the screens show for `Cc1ccc(NS(=O)(=O)c2c(C)[nH]c(C)c2C(=O)N2CCCCC2)c(C)c1`?
Sm TGR inh: 4.4%; Giardia FBPA inh: -1.3%; CHX counter: 18.0; Pf growth 96h: -29.1%; Shiga inhibitor: -1.7; Pf growth 48h: inconclusive

What do the screens show for `CCOC(=O)N1CCN(S(=O)(=O)c2ccc(C(=O)Nc3ccc(F)cc3F)cc2)CC1`?
Sm TGR inh: -20.2%; Giardia FBPA inh: 4.7%; CHX counter: -1.9; Pf growth 96h: -4.9%; Shiga inhibitor: -16.1; Pf growth 48h: inconclusive

Results for O=C(NC1CCCC1)c1ccc(CN2CCOCC2)cc1 ?
Sm TGR inh: -4.7%; Giardia FBPA inh: 2.5%; CHX counter: 13.6; Shiga inhibitor: 35.7; Pf growth 48h: 49.7%[activator]

What do the screens show for `COc1ccc(C2C=C(c3ccc(Br)s3)Nc3ncnn32)cc1OC` (stereo unspecified)?
Sm TGR inh: 50.1µM*; Giardia FBPA inh: -11.9%; CHX counter: -2.7; Pf growth 96h: -2.9%; Shiga inhibitor: -1.9; Pf growth 48h: inconclusive

Results for COc1cc(Cl)ccc1OCc1cc(C(=O)N2CCCCC2c2cccnc2)no1 (stereo unspecified) ?
Sm TGR inh: -14.6%; Giardia FBPA inh: -11.1%; CHX counter: 17.1*; Pf growth 96h: inconclusive; Shiga inhibitor: 31.7; Pf growth 48h: inconclusive

Results for CC(C)(C)NC(=O)COC(=O)c1ccccc1NC(=O)c1ccco1 ?
Sm TGR inh: -4.1%; Giardia FBPA inh: 1.1%; CHX counter: -0.9; Pf growth 96h: 9.0%; Shiga inhibitor: 15.1; Pf growth 48h: -27.5%

What do the screens show for `COc1ccccc1CNC(=O)N1CCN(S(=O)(=O)c2ccc(C)cc2)CC1`?
Sm TGR inh: 0.6%; Giardia FBPA inh: 7.4%; CHX counter: -1.3; Pf growth 96h: -10.1%; Shiga inhibitor: -4.1; Pf growth 48h: -10.1%

Structures from the list above containing two or more sulfur atoms (two):
Results for NC(=O)NC(=O)CC1S/C(=N/N=C2\CSC(=O)N2)NC1=O (stereo unspecified) ?
Sm TGR inh: -1.3%; Giardia FBPA inh: 12.6µM*; CHX counter: -4.8; Pf growth 96h: 2.8%; Shiga inhibitor: 26.0; Pf growth 48h: 18.4%

What do the screens show for `CC(C)OC(=O)c1cccc(NC(=O)CSc2nnc(N)s2)c1`?
Sm TGR inh: 10.1%; Giardia FBPA inh: 3.5%; CHX counter: 3.8; Pf growth 96h: 10.3%; Shiga inhibitor: 26.5; Pf growth 48h: 4.7%

(next part)
How did CCN(CC)CCOc1ccccc1OC do in these assays?
Sm TGR inh: -2.1%; CHX counter: -1.0; Pf growth 96h: 3.1%&-1.1%; Shiga inhibitor: -1.3; Pf growth 48h: 3.7%&-8.5%

How did O=C1c2cccc3cccc(c23)C(=O)N1c1cccc(O)c1 do in these assays?
Sm TGR inh: -29.8%; Giardia FBPA inh: 4.3%; CHX counter: -2.3; Pf growth 96h: 8.7%; Shiga inhibitor: -6.0; Pf growth 48h: 30.4%[activator]

Results for COc1ccc(CN2CCC(CO)(Cc3ccccc3)CC2)cc1Cn1cccn1 ?
Sm TGR inh: 4.4%; Giardia FBPA inh: 3.4%; CHX counter: 6.9; Pf growth 96h: -5.1%; Shiga inhibitor: 15.5; Pf growth 48h: -19.5%

How did C=CCN1C(=NC(=O)CCC)SC2CS(=O)(=O)CC21 (stereo unspecified) do in these assays?
Sm TGR inh: 7.9%; Giardia FBPA inh: 2.5%; CHX counter: -6.0; Pf growth 96h: 53.0%[activator]; Shiga inhibitor: 10.9; Pf growth 48h: -4.4%

What do the screens show for `CC1CN(C(=O)N[C@@H](Cc2ccccc2)C(=O)O)CC(C)O1` (stereo partly specified)?
Sm TGR inh: -5.2%; Giardia FBPA inh: 9.0%; CHX counter: -3.3; Pf growth 96h: 9.2%[5.75 µM]; Shiga inhibitor: 0.8; Pf growth 48h: -3.3%

What do the screens show for `COc1ccc(N(Cc2ccccc2)S(=O)(=O)c2cc(C(=O)O)ccc2Cl)cc1`?
Sm TGR inh: -0.1%; Giardia FBPA inh: 19.9%; CHX counter: 3.6; Pf growth 96h: inconclusive; Shiga inhibitor: 26.3; Pf growth 48h: 26.9%

How did O=C1OC(CC(=O)N(Cc2nnc(-c3ccccc3Cl)o2)C2CC2)c2ccccc21 (stereo unspecified) do in these assays?
Sm TGR inh: 0.7%; Pf growth 96h: -21.6%; Pf growth 48h: inconclusive

What do the screens show for `Cc1ccc(NC(=O)CCn2cc(C(F)(F)F)ccc2=O)cc1`?
Sm TGR inh: 14.0%; Giardia FBPA inh: 2.7%; CHX counter: -4.4; Pf growth 96h: 93.4%[activator]; Shiga inhibitor: -11.1; Pf growth 48h: 0.0%

How did COc1ccc(CN(C)C(=O)c2cc(-c3ccc(C)cc3C)nc3ccccc23)c(OC)c1OC do in these assays?
Sm TGR inh: -1.1%; Giardia FBPA inh: -0.4%; CHX counter: 9.8*; Pf growth 96h: 13.1µM*; Shiga inhibitor: -8.9; Pf growth 48h: 9.28µM*

Results for CCC1(C(=O)c2ccccc2)C2c3ccccc3OC(=O)C21C(C)=O (stereo unspecified) ?
Sm TGR inh: 6.6%; Giardia FBPA inh: -4.8%; CHX counter: -1.6; Pf growth 96h: 23.6%; Shiga inhibitor: 16.2; Pf growth 48h: 6.9%

Results for COc1cccc(C(=O)N2CCN(Cc3nc(CC4CC4)no3)CC2)c1 ?
Sm TGR inh: -3.9%; Giardia FBPA inh: 1.7%; CHX counter: -1.2; Pf growth 96h: 17.5%; Shiga inhibitor: 20.9; Pf growth 48h: 9.6%

What do the screens show for `O=C(O)CCCn1nc(-c2ccccc2)c2ccccc21`?
Sm TGR inh: -1.3%; Giardia FBPA inh: 19.1%; CHX counter: -2.4; Pf growth 96h: inconclusive; Shiga inhibitor: -6.1; Pf growth 48h: 14.1%

How did CC(OC(=O)c1cc(-c2cccnc2)nc2ccccc12)C(=O)Nc1ccc2ccccc2c1 (stereo unspecified) do in these assays?
Sm TGR inh: -8.7%; Giardia FBPA inh: -3.0%; CHX counter: 0.4; Pf growth 96h: -16.5%; Shiga inhibitor: -9.2; Pf growth 48h: -17.1%

How did CN1CCN(NC(=O)c2ccc(COc3ccccc3Br)o2)CC1 do in these assays?
Sm TGR inh: 9.7%; Giardia FBPA inh: 2.4%; CHX counter: 18.9; Pf growth 96h: 0.0%; Shiga inhibitor: 21.8; Pf growth 48h: 8.4%[5.75 µM]

Results for CCCC(N)CCCCCC(=O)O (stereo unspecified) ?
Sm TGR inh: 4.3%; Giardia FBPA inh: -2.4%; CHX counter: 3.8; Shiga inhibitor: -6.6; Pf growth 48h: 8.8%

How did CCn1c(=O)n(CC)c2cc(N3CCCC3)c(NC(=O)c3ccc(OC)c(Br)c3)cc21 do in these assays?
Sm TGR inh: inconclusive; Giardia FBPA inh: -21.7%; CHX counter: -4.8; Pf growth 96h: -22.0%; Shiga inhibitor: 2.5; Pf growth 48h: 13.1µM*

How did O=C(CSc1ccsc1[N+](=O)[O-])N1CCN(c2ccccn2)CC1 do in these assays?
Sm TGR inh: -35.0%; Giardia FBPA inh: -9.7%; CHX counter: 22.2; Pf growth 96h: inconclusive; Shiga inhibitor: 32.2; Pf growth 48h: inconclusive

How did CC(C)c1nnc(SCC(=O)NC2CCCC2)n1C do in these assays?
Sm TGR inh: -7.8%; Giardia FBPA inh: 10.8%; CHX counter: -0.7; Pf growth 96h: 33.1%[activator]; Shiga inhibitor: 25.2; Pf growth 48h: inconclusive

How did Cc1ncn(C23CC4CC(CC(O)(C4)C2)C3)n1 do in these assays?
Sm TGR inh: -29.4%; Giardia FBPA inh: 4.0%; CHX counter: -1.2; Shiga inhibitor: -8.0; Pf growth 48h: 1.7%

Results for c1ccc2c(c1)[nH]c1c(N3CCC4(CC3)OCCO4)ncnc12 ?
Sm TGR inh: 2.5%; Giardia FBPA inh: 1.5%; CHX counter: -3.4; Pf growth 96h: inconclusive; Shiga inhibitor: -5.6

What do the screens show for `COc1ccccc1-n1c(C)cc(SC)c(C(C)=O)c1=S`?
Sm TGR inh: -0.6%; Giardia FBPA inh: -12.9%; CHX counter: -2.9; Pf growth 96h: inconclusive; Shiga inhibitor: -10.3

Screening data: PubChem, National Center for Advancing Translational Sciences (NCATS)

Random draw from the library. Share with any hit: about 24%.
